# Compound activity deposited in PubChem BioAssay by several laboratories.
# Plk1 PBD FP – Plk1 polo box domain binding inhibitors, primary screen, biochemical, fluorescence polarization; Plk1 PBD phosphopeptide binding; inhibition, %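 (tested at about 20 µM)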; AID 693, 2007; Serine/threonine-protein kinase PLK1 (Homo sapiens), P53350; 97,000 tested, 0.13% active; in the data active = inhibition above about 34%, passing the limit was not always enough
# PLAP act – PLAP enzyme activators, biochemical, luminescence, HTS; Alkaline phosphatase, placental type (Homo sapiens), P05187; purified PLAP enzyme, luminescent substrate read-out; hits give high values; activation fold at 20 µM; 96,000 tested, 1.2% active; AID 696, 2007; in the data active = activation fold above about 2
# Target sequence (P05187 whole entry, looked up): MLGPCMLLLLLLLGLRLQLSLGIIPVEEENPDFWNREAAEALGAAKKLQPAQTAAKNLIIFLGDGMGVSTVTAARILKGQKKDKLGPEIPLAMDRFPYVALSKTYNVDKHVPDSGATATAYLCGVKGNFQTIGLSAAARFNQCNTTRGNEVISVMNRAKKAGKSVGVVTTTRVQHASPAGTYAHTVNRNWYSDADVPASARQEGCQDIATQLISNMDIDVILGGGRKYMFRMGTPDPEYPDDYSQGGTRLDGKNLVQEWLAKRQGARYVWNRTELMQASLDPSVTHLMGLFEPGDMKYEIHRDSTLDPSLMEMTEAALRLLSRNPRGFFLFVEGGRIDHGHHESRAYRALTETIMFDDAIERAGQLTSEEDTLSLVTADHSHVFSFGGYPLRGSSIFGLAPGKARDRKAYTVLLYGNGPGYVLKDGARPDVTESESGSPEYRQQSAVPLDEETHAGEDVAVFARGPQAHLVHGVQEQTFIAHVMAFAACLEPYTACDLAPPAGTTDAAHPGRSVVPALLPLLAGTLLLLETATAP
# Rev-RRE block – HIV-1 Rev-RRE binding inhibitors, primary screen, biochemical, FRET, protein-RNA interaction. inhibition, % at 8 µM. Rev peptide-RRE RNA binding. 97,000 tested, 0.79% active;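 active = inhibition above the screen-wide mean plus 3 SD, cut at about 35% in these data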;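 also: 0% = median DMSO wells and 100% = median Neomycin B control wells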
# Target sequence (P05866 whole entry, looked up): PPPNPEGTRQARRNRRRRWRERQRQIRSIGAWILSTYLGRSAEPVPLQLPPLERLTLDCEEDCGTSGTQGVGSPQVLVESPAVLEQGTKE
#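 Test system – labelled RRE RNA duplex and labelled Rev peptide · Reagent – labelled Rev peptide · Doses – one concentration, 8 µM nominal · Incubation – 5 + 15 min at 25 °C · Signal – FRET fluorescence readout · Read-out basis – % inhibition of FRET ratio versus controls · Control set – DMSO wells as 0% and neomycin B wells as 100% inhibition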
# MT1-MMP txn act – MT1-MMP promoter reporter activation – cell-based, luciferase luminescence, primary screen | 86,000 tested, 0.16% active | activation factor at 10 µM | HT1080 MT1-MMP promoter luciferase reporter, overnight; hits give high values | AID 750, 2007;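 active = activation factor of at least 2 for MT1-MMP transcription at 10 µM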
# EphB4 antag – EphB4-ephrin-B2 interaction antagonists, primary screen, biochemical, TNYL-RAW peptide probe, fluorescence polarization; inhibition, % at 7 µM; 97,000 tested, 0.15% active; AID 720, 2007; EphB4 LBD / TNYL-RAW-Alexa532 peptide;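 active = inhibition above the screen-wide mean inhibition plus 3 SD, cut at about 15% in these data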;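 also: 0% = DMSO wells and 100% = excess unlabeled TNYL-RAW peptide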
# S1P2 ag – S1P2 receptor agonists, primary screen, cell-based. AID 729, 2007. S1P2-expressing cell line, agonist reporter read-out. 97,000 tested, 0.46% active. activation, % at 4.5 µM; in the data active = activation above about 16%;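 also: 0% = vehicle low control and 100% = maximal reference agonist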
# Target sequence (O95136 whole entry, looked up): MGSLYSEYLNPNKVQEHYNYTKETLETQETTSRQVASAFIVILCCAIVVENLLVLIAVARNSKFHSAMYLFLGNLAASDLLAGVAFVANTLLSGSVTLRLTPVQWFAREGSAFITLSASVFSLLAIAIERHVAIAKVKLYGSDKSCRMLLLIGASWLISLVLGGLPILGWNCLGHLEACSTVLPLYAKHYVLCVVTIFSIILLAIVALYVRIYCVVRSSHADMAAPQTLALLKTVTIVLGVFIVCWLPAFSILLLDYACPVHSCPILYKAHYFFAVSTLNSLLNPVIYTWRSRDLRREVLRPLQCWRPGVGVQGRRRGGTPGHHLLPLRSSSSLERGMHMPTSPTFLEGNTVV
# PLK1 kinase inh – human PLK1 kinase inhibitors, primary screen, biochemical, TR-FRET. recombinant PLK1 kinase, TR-FRET peptide phosphorylation. inhibition, % at 10 µM. 97,000 tested, 0.53% active;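 active = inhibition of 50% or more in the single-concentration screen; inactive = inhibition below 50%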;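 also: 0% = DMSO max control and 100% = H-89 dihydrochloride min control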
# S1P2 antag – human S1P2 receptor antagonists, primary screen, cell-based; inhibition, % at 5 µM; cell-based S1P2 antagonist assay, inhibition at 5 uM; Sphingosine 1-phosphate receptor 2 (Homo sapiens), O95136; 97,000 tested, 0.21% active; AID 736, 2007; in the data active = inhibition above about 45%;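 also: CRE beta-lactamase reporter cells expressing human S1P2 stimulated with S1P; 0% = agonist at EC80 alone and 100% = agonist plus reference antagonist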
# FAK inh – FAK kinase inhibitors, primary screen, biochemical; biochemical FAK kinase activity assay; inhibition, %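 (tested at 7 µM)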; 97,000 tested, 0.84% active; in the data active = inhibition above about 19%;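 also: 0% = DMSO and 100% = reference compound high control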
# The depositor's hits bear a star; x = no result given.
# The first five compounds as a preview:
PLK1 kinase inh	Rev-RRE block	structure	EphB4 antag	Plk1 PBD FP	S1P2 antag	S1P2 ag	FAK inh	MT1-MMP txn act	PLAP act
-2.3	5.2	O=C(Cn1nnc(-c2ccccc2)n1)NCc1ccc2c(c1)OCO2	3.9	-0.6	16.1	-3.6	3.4	1.2	0.9
31.6	10.9	CC1=C(C(=O)NCc2ccccc2)C(c2cccnc2)n2ncnc2N1 (stereo unspecified)	5.2	-0.1	12.8	-7.6	4.9	1.1	1
-18.2	5.3	COc1ccccc1CC(=O)N1CCCC1	-2.3	13.0	-8.9	-6.8	0.2	1.1	0.9
-7.4	12.2	CCc1cccc(NC(=O)Cn2ncn3c(cc4ccccc43)c2=O)c1	-6.5	3.9	-15.3	-0.9	2.9	1.3	1
10.1	1.8	c1ccc2c(NCC3CCCO3)nc(-c3ccncc3)nc2c1 (stereo unspecified)	-5.0	30.9	-16.5	-11.9	-0.1	1.1	1.2

# The listing (from the top)
PLK1 kinase inh	Rev-RRE block	structure	EphB4 antag	Plk1 PBD FP	S1P2 antag	S1P2 ag	FAK inh	MT1-MMP txn act	PLAP act
-2.3	5.2	O=C(Cn1nnc(-c2ccccc2)n1)NCc1ccc2c(c1)OCO2	3.9	-0.6	16.1	-3.6	3.4	1.2	0.9
31.6	10.9	CC1=C(C(=O)NCc2ccccc2)C(c2cccnc2)n2ncnc2N1 (stereo unspecified)	5.2	-0.1	12.8	-7.6	4.9	1.1	1
-18.2	5.3	COc1ccccc1CC(=O)N1CCCC1	-2.3	13.0	-8.9	-6.8	0.2	1.1	0.9
-7.4	12.2	CCc1cccc(NC(=O)Cn2ncn3c(cc4ccccc43)c2=O)c1	-6.5	3.9	-15.3	-0.9	2.9	1.3	1
10.1	1.8	c1ccc2c(NCC3CCCO3)nc(-c3ccncc3)nc2c1 (stereo unspecified)	-5.0	30.9	-16.5	-11.9	-0.1	1.1	1.2
-7.2	10.0	CCC(C)(C)n1nnnc1C(c1cc2cc3c(cc2[nH]c1=O)OCO3)N1CCCCC1 (stereo unspecified)	1.1	-3.6	13.7	-5.0	2.0	1.2	1.2
-5.9	9.8	CCN(CC)C(=O)CN1CCC(n2c(C)nc3cc(C(F)(F)F)ccc32)CC1	-0.8	-19.9	6.8	-8.9	1.7	1.2	1.5
5.0	-0.3	COc1ccc2c(c1)CC/C(=C\c1ccc(OC)c(Cn3nc(C)cc3C)c1)C2=O	-3.3	-7.5	-18.1	-2.6	5.0	1.1	1.3
-10.2	1.1	Cc1ccc(Cn2c(CN3CCOCC3)nc3c2c(=O)n(C)c(=O)n3C)cc1	-0.7	-1.8	-1.4	-1.8	4.6	1.1	x
72.7*	0.4	O=c1[nH]cnc2scc(-c3cccs3)c12	1.4	0.9	-25.7	-1.2	10.6	1	x
-18.4	4.7	CCCc1cc(=O)oc2cc(C)cc(OCc3nn[nH]n3)c12	-5.1	-9.8	-14.8	-6.9	-2.9	1.1	1
9.5	-2.1	O=C(NCC1(N2CCOCC2)CCCCC1)c1ccc(Cl)c(S(=O)(=O)NCc2ccco2)c1	-12.0	-19.9	-18.4	-3.0	1.1	1.2	1.8
-7.9	10.5	COC(=O)C1C(=O)c2c([nH]c(C(=O)OC3CCCC3)c2C)CC1C (stereo unspecified)	-2.0	4.9	-12.4	3.7	2.6	x	0.8
-2.9	6.0	Cc1c(Cl)cccc1NC(=O)COc1ccc(S(=O)(=O)N2CCOCC2)cc1	1.5	-0.1	3.7	-8.0	-0.2	1.2	1
-10.7	1.7	Cn1c(=O)c2ncn(CC(=O)NCCC3=CCCCC3)c2n(C)c1=O	3.5	12.6	-6.5	0.6	-0.4	1.1	x
10.7	6.3	Cc1nc2nc(SCC(=O)N3CCOCC3)nn2c(C)c1Cc1ccccc1	-7.2	-24.0	-1.0	-3.6	-4.7	1.2	1.2
0.2	8.3	CCC(CC)C(=O)Nc1cccc(C(=O)Nc2ccc(S(=O)(=O)Nc3ccc(C)cc3)cc2)c1	6.3	-0.4	11.5	-5.0	12.9	x	1.1
-2.5	1.9	O=S(=O)(N1CCCCC1)n1nnc2ccccc21	6.3	12.3	-4.8	-4.2	-4.6	1.3	0.9
0.4	0.5	O=C1CC(N2CCN(c3ccc(C(=O)c4ccc(F)cc4)cc3)CC2)C(=O)N1 (stereo unspecified)	-68.0	-22.9	-0.5	-0.2	4.0	1.1	1.1
-11.1	10.9	COc1cc(-c2nc3cnccc3n2C)cc(OC)c1OC	-0.1	0.1	-11.2	2.5	3.8	1.2	1
1.2	6.0	COc1cc(C2=NOC(C(=O)NCc3cccs3)C2)cc(OC)c1OC (stereo unspecified)	-4.8	5.9	-9.1	-0.9	-1.7	0.6	0.9
-17.8	2.2	Cn1c(=O)oc2cc(S(=O)(=O)N3CCCC(C(=O)NCc4cccs4)C3)ccc21 (stereo unspecified)	-8.8	-10.5	-9.3	-2.1	-5.2	1.1	1
-7.0	2.2	CCOC(=O)C1=NN(c2ccc(C)cc2)C2(S1)SC(C(C)=O)=C(C)N2c1ccccc1 (stereo unspecified)	3.0	0.9	-9.2	-2.3	0.2	1.1	1.2
-11.7	0.8	CCOC(=O)c1sc(C)nc1C1CCN(C(=O)OCC)CC1	-3.3	-9.4	19.4	1.0	-3.1	1.1	1.3
3.0	2.8	Cc1cccc(-n2nnnc2SCC(=O)c2cc(C)n(Cc3ccco3)c2C)c1	-10.7	17.0	-4.3	-5.0	9.2	1.1	0.8

# (continued)
PLK1 kinase inh	Rev-RRE block	structure	EphB4 antag	Plk1 PBD FP	S1P2 antag	S1P2 ag	FAK inh	MT1-MMP txn act	PLAP act
23.5	8.4	Cn1c(-c2ccc3c(c2)OCO3)cnc1N	5.0	13.6	20.8	-6.5	2.5	1.3	1.1
-12.0	-0.1	COC(=O)CSc1nnc(-c2ccc(OC)cc2OC)o1	-1.0	-6.9	-8.2	-4.4	3.4	0.9	1.3
-7.5	3.1	CC#CCCCC(=O)Nc1ccc(C(=O)O)cc1	8.8	0.0	13.7	-5.4	1.6	1.2	0.8
-3.7	-6.1	Cc1cccc(-n2nc3c(c2NC(=O)c2ccc(Br)o2)CSC3)c1	2.0	3.6	3.0	-2.2	-0.9	x	1.5
-1.6	10.2	Cc1cc2ncn(-c3ncnc4sc(C)c(C)c34)c2cc1C	-1.9	-3.3	-13.4	-4.0	2.2	1.1	1.8
-2.8	-0.8	O=[N+]([O-])C1=CC=C2C(=NC3(CCCCC3)N2O)C1=NCCO	-3.5	-8.9	-3.3	-4.0	0.2	x	0.7
-7.6	6.3	O=C(NCc1cccs1)Nc1cccc(Cl)c1	7.0	-13.3	5.4	-9.0	4.8	1.5	x
-4.0	-2.0	O=C(Nc1cnc2sc3c(n2c1=O)CCCC3)c1ccc(F)cc1	-8.1	0.5	-17.1	-1.2	-8.4	1.1	1.1
4.5	-2.5	Cc1cc(=O)oc2cc(OCc3cc4c(cc3Cl)OCO4)ccc12	-11.3	13.1	-9.0	-6.2	0.9	x	1.1
-10.8	8.3	CCn1c(C)c(C(C)=O)c(N2CCCC2)nc1=S	1.8	-33.6	26.4	-5.7	2.1	1.1	0.8
-17.3	5.1	O=C1OC2CC3CC1CC(O)(C3)C2 (stereo unspecified)	1.3	12.8	2.5	-4.9	2.5	1.1	1
-10.5	5.5	COc1cccc(NC(=O)c2ccccc2NS(C)(=O)=O)c1	-4.2	7.6	20.3	-3.0	-2.0	1.1	1
-8.1	0.8	CC1(C)CC(=O)C(C=NC2CCCCC2)=C(O)C1	-6.4	-0.3	4.3	-6.1	3.6	1	0.9
-8.3	6.1	COCc1cc(C)nc2sc3c(=O)n(Cc4ccco4)nnc3c12	2.5	-16.9	-9.9	-6.4	-0.7	1.1	1
-10.5	8.7	Nc1ccc(Nc2ccccc2)c(Cl)c1	0.3	-9.8	6.1	-3.7	3.4	1.1	1.1
-1.9	7.6	Cc1ccc(CN2CC(C(=O)Nc3ccc4c(C)cc(=O)oc4c3)CC2=O)cc1 (stereo unspecified)	-6.0	26.2	12.3	-6.1	-9.4	1.1	1.2
2.9	3.3	O=c1oc(/C=C/c2ccco2)nc2sc3c(c12)CCC3	-4.3	-0.8	-26.2	-6.6	-7.0	1.2	1.1
-2.6	-0.9	O=C(c1ccc2ccccc2c1)N1CCN(c2ccc([N+](=O)[O-])c(N3CCOCC3)c2)CC1	-3.8	-14.0	7.9	-1.1	-2.0	x	1.3
-11.6	-0.8	CCC(C)(NC(=O)c1cccc(N2C(=O)CSC2c2ccccc2)c1)C(=O)Nc1ccccc1C (stereo unspecified)	-1.4	-6.4	-2.6	-5.7	0.2	x	1.2
-6.4	5.7	Cc1ccc(Oc2nsnc2N2CCOCC2)cc1	2.7	5.6	12.1	-1.3	12.8	1	1.1
-5.1	12.8	COc1ccc(S(=O)(=O)n2nc(OC(=O)c3ccccc3)cc2N)cc1	10.8	-13.0	7.0	-7.6	-0.1	1.1	1
-12.3	0.8	CCNC(=O)O/N=C(\C)c1sc(-c2ccccc2)nc1C	0.4	20.0	-7.0	-5.1	5.3	x	1.3
-5.7	x	O=C(NCc1cccnc1)c1nnc(Cc2ccc(F)cc2)o1	x	2.9	x	x	x	1.1	0.9
-15.7	4.3	CCOC(=O)c1ccc(COC(=O)c2cc3ccccc3oc2=O)o1	-5.3	5.9	-21.4	-6.0	3.6	1.4	0.8
-1.4	11.9	CCOc1ccccc1N1CCN(C(=O)Nc2ccc(F)c(Cl)c2)CC1	-2.3	4.5	13.6	-4.4	-0.3	1.1	1.1

# Continuation.
PLK1 kinase inh	Rev-RRE block	structure	EphB4 antag	Plk1 PBD FP	S1P2 antag	S1P2 ag	FAK inh	MT1-MMP txn act	PLAP act
-16.7	-2.8	CCCCCCCNC1=CC(=O)CC(c2ccco2)C1 (stereo unspecified)	-2.5	12.1	-18.4	2.1	0.4	1.3	x
-25.3	7.0	COc1ccc(-n2nnnc2SCC(=O)Nc2cccc(C)n2)cc1OC	3.5	-22.6	-13.6	-2.5	2.6	1.1	0.9
-3.3	6.0	Cc1ccc(C(=O)/C=C2/NC(=O)CS2)cc1	1.4	10.5	-2.6	-2.7	-2.4	1.5	x
-24.8	2.9	COC(=O)CCSCC(=O)Nc1cc(C)on1	-1.3	-2.6	10.9	-12.5	2.5	1.1	1.1
0.3	1.6	CCOC(=O)/C(=N/Nc1ccccc1)c1csc(Nc2ccccc2)n1	5.0	0.2	-27.2	-4.4	-1.0	1	0.8
-7.0	7.6	Cc1[nH]nc(-c2ccc(O)cc2O)c1-c1ccc(Cl)cc1	6.0	13.2	25.0	-1.9	14.0	1	1.6
-6.3	8.8	O=C(Cc1ccccc1)NC(=S)Nc1cccc(C(F)(F)F)c1	-0.8	12.0	8.2	-2.1	4.2	x	0.9
-4.8	3.3	COc1cccc(NC(=S)NN2CCN(C)CC2)c1	-4.6	7.7	8.3	-0.8	0.0	x	1.1
-9.3	-2.7	CCOc1cc(/C=N/NC(=O)c2cc(C)[nH]n2)ccc1OC(=O)c1ccc([N+](=O)[O-])cc1	-8.0	29.8	0.9	0.3	-0.9	x	1.1
2.2	-0.2	Cc1nc2c(cc(Oc3ccc(S(=O)(=O)N4CCOCC4)cn3)c3ccsc32)s1	-1.6	19.4	-19.6	-10.2	3.6	1.5	1.5
-9.6	4.9	Nc1nc(SCc2ccccc2)[nH]c(=O)c1-c1ccccc1	0.0	5.3	20.9	-2.3	2.9	1	1.1
-15.8	2.3	O=S(=O)(Nc1cccnc1)c1cccc(Cl)c1	-5.2	17.6	-27.9	-0.7	-0.4	1	0.8
3.2	1.3	O=C(NCCCNCc1ccccc1)c1ccc(/C=N/O)nc1	1.3	-6.4	8.6	-10.8	-0.9	1.1	1.1
-9.1	8.1	O=C(Nc1nncs1)c1ccccc1NS(=O)(=O)c1cccs1	7.2	-12.7	0.9	-6.4	0.7	1.2	1.2
